COUP-TFII inh – NR2F2 (human) inhibition, primary screen | P24468 | HEK293T NGFI-A luciferase reporter, luminescence | inhibition, % at 8.6 µM | hit rate 0.7% among 370,000 | AID 686940;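 active means inhibition above a per-plate cutoff, mean inhibition of test wells between control levels plus 3 SD, cut at about 38% in these data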;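 further: cells cotransfected with COUP-TFII expression vector driving the NGFI-A reporter; 0% = median of COUP-TF2 test wells and 100% = reporter-only cells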
Target sequence (P24468 whole entry, looked up): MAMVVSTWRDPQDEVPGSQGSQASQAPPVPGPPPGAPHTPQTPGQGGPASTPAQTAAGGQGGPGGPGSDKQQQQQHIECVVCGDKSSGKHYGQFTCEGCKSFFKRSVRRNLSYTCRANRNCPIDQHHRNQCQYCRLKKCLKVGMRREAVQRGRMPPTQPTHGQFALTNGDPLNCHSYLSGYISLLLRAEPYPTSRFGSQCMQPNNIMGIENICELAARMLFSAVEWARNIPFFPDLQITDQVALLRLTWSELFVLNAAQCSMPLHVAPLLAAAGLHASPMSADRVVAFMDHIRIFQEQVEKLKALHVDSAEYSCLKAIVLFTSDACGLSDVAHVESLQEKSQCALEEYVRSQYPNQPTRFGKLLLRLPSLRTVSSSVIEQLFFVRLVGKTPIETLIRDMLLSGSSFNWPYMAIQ
Numbers without * were called inactive; & = joins results of further samples. This is a subset; rates above refer to the full screens.

SMILES	COUP-TFII inh
O=C1CCC[C@H]2Cc3nc4ccccc4cc3C[C@]23CCCN13	-1.2
CCCCC#Cc1ccccc1COC[B-](F)(F)F	-74.5
CN(C(=O)CCc1cn(C)c2ccccc12)c1ccc(Oc2cccnc2)cc1	20.4
Cc1ccc(C)c(CN2CCC(CNC(=O)C3CCCN(c4ncnc5c4nc4n5CCCCC4)C3)CC2)c1 (centres undefined)	3.8
CN(CC(=O)N1CCc2[nH]c3ccc(F)cc3c2C1)CC1OCCO1	-3.4
Cc1cc(C)c2c(=O)c(/C=C3\NC(=S)NC3=O)coc2c1	10.0
CC1CCCN(C(=O)Nc2ccc([N+](=O)[O-])cc2)C1 (centres undefined)	-15.4
C#CCN(C[C@H]1[C@H](OC(=O)NCCCCCC)[C@H](OC(=O)NCCCCCC)CN(C(=O)OC(C)C)N1C(=O)OC(C)C)S(=O)(=O)c1ccc(C)cc1	16.8
O=C(NC1CCCCN(Cc2ccc(Cl)cc2)C1=O)c1ccccc1 (centres undefined)	-39.6
COC(=O)C1=C(C)N(Cc2ccccc2)C(=S)NC1c1ccc(Br)cc1 (centres undefined)	-1.6
COC(=O)Cn1c(=NC(=O)c2nc3ccccc3s2)sc2cc(S(C)(=O)=O)ccc21	-3.9
Cc1cccc(Cn2cc(COC(=O)N3CCCC3)nn2)c1	10.1
O=C(CSc1nc2ccccc2nc1N1CCCC1)N1CCN(C(c2ccccc2)c2ccccc2)CC1	0.8
O=C(c1cccc(F)c1F)N1CCCC(c2nc(-c3cccs3)no2)C1 (centres undefined)	3.0
O=C(CSc1nnc(-c2ccccc2F)n1-c1ccccc1)c1ccc2ccccc2c1	-11.0
CC(C)(C)c1ccc(-c2nnc3n2N=C(c2ccc4ccccc4c2)CS3)cc1	-4.9
Oc1c(C=Nc2cccc3cccnc23)sc2ccccc12	8.2
CCC(C)N(Cc1ccc(OC)cc1OC)S(=O)(=O)c1cc(Br)ccc1Br (centres undefined)	13.3
Cc1c(C(C)c2ccccc2O)c2ccccc2n1C (centres undefined)	2.9
C=CCn1c(O)c(N=Nc2ccccc2C)c2ccccc21	2.9
CCCCN1CC(COc2ccc(OC)cc2)OCCS1(=O)=O (centres undefined)	-3.0
Nc1c(C(=O)N2CCOCC2)cnn1Cc1ccccc1	15.7
COC(=O)c1cc2c(c3c4cc(C)ccc4n(S(=O)(=O)c4ccc(C)cc4)c13)C(=O)N(C)C2	-3.3
COCc1cc(N2CCN(C(=O)OC(C)(C)C)C[C@@H]2C)ccc1N1CCN(Cc2ccccc2)[C@@H](C)C1	37.5*
Cc1ccc(-n2c(SCc3nc4ccccc4[nH]3)nnc2-c2ccccn2)cc1	-4.6

Three entries from above, in CSV form:
molecule,COUP-TFII inh
Cc1cccc(Cn2cc(COC(=O)N3CCCC3)nn2)c1,10.1
C#CCN(C[C@H]1[C@H](OC(=O)NCCCCCC)[C@H](OC(=O)NCCCCCC)CN(C(=O)OC(C)C)N1C(=O)OC(C)C)S(=O)(=O)c1ccc(C)cc1,16.8
O=C(c1cccc(F)c1F)N1CCCC(c2nc(-c3cccs3)no2)C1 (centres undefined),3.0

Among those listed so far, 2 have an aryl methoxy group:
SMILES	COUP-TFII inh
CCC(C)N(Cc1ccc(OC)cc1OC)S(=O)(=O)c1cc(Br)ccc1Br (centres undefined)	13.3
CCCCN1CC(COc2ccc(OC)cc2)OCCS1(=O)=O (centres undefined)	-3.0

More records follow.
SMILES	COUP-TFII inh
CN1C(=O)c2cc(NC(=O)Nc3ccccc3)ccc2OC[C@H]2O[C@@H](CC(=O)N[C@H]3CCN(Cc4ccccc4)C3)CC[C@@H]21	14.4
CCOCCCn1c(=N)c(C(=O)NCc2ccc3c(c2)OCO3)cc2c(=O)n3ccccc3nc21	9.0
Cc1cc(-c2n[nH]c(=S)n2N=Cc2ccc(OCc3ccccc3)cc2)n[nH]1	-43.3
CCOC(=O)C1=CCN(S(=O)(=O)c2ccc(Br)cc2)C1c1ccc(Br)cc1 (centres undefined)	4.0
O=C1CCCCC1CCS(=O)(=O)NCc1ccccc1 (centres undefined)	-0.5
COC[C@@H](O)[C@H]1OCc2cc(OC)ccc2[C@@H]1/C=C/c1ccccc1	-2.6
COc1cc(OC)cc(C(=O)NCC2CCN(C(=O)C(=O)c3cc4ccccc4o3)CC2)c1	-6.1
CC(COc1ccc(Cl)cc1)CN1CCC(C(O)(c2ccccc2)c2ccccc2)CC1 (centres undefined)	3.0
CCn1c(SCC(=O)Nc2ccccc2-c2ccccc2)nnc1-c1ccc(C)cc1	-0.8
O=C(N[C@@H](Cc1cccnc1)C(=O)N1CCC[C@H]1C(=O)NCCc1ccccc1Cl)c1ccco1	5.6
CCCN(CC1CC1)C(=O)CSc1nnc(-c2ccncc2)n1-c1ccc(OC)cc1	3.5
COc1cccc(N(C(=O)C2COc3ccccc3O2)C(C(=O)NC2CCCCC2)c2ccc(O)cc2)c1 (centres undefined)	7.4
COc1ccc2c3c([nH]c2c1)[C@]1(NCC3)C(=O)N(C)c2ccc(Cl)cc21	-14.8
CC(=O)OCC(=O)NCC1CCN(C(=O)C(=O)c2cc3ccccc3o2)CC1	6.0
COC(=O)[C@]12C[C@H](CC(=O)NCCCCc3ccccc3)C(=O)N(CCC3=CCCCC3)C1=C[C@H](C1CCCC1)O[C@@H]2C	7.2
CC(c1ccc(O)cc1)c1cn(C)c2ccccc12 (centres undefined)	-9.4
O=c1cc(CN2CCCC2)c2ccccc2o1	11.8
Clc1cc(Cl)cc(CNC2CCC23CCCCC3)c1 (centres undefined)	-1.4
Cc1ccc(CNC(=O)O[C@H]2CC[C@@]34CCCN3C(=O)CCC[C@H]4[C@H]2C)o1	13.2
O=S(=O)(CC1NCc2cc(F)ccc21)NCc1ccccc1 (centres undefined)	-7.5
O=S1(=O)c2ccc(N3CCSCC3)cc2Oc2ccccc2CN1Cc1cn(Cc2ccc(F)cc2)nn1	5.0
COC(=O)[C@@]12CCCCC=C1N(CCc1ccc(Cl)cc1)C(=O)[C@H]2CC(=O)NCc1ccc(OC)c(OC)c1	14.0
COc1ccc(-c2nc3ccccc3c(=O)n2Cc2ccccc2)cc1COc1ccc(NC(C)=O)cc1	-53.1
C[C@H]1CCCN1c1ccc2c(c1)O[C@H]1CCN(C1)S2(=O)=O	-4.4
COC(=O)c1cc2c(c3c4cc(OC)ccc4n(S(=O)(=O)c4ccccc4)c13)C(=O)N(Cc1ccc(C(F)(F)F)cc1)C2	-4.8

Entries listed above marked active in COUP-TFII inh:
SMILES	COUP-TFII inh
COCc1cc(N2CCN(C(=O)OC(C)(C)C)C[C@@H]2C)ccc1N1CCN(Cc2ccccc2)[C@@H](C)C1	37.5*

Next part.
SMILES	COUP-TFII inh
COc1cccc(CNC(=O)[C@H]2CCCN2C(=O)[C@H]2CCCN2C(=O)c2ccccc2C(F)(F)F)c1	13.9
CCOC(=O)[C@]12CCCC=C1N(Cc1ccc(OC)cc1)C(=O)[C@@H]2CC(=O)NCCCOC	14.8
COc1ccc2c(c1)CNC2CS(=O)(=O)NC1CCCC1 (centres undefined)	4.2
COc1ccc(C2CC(=O)C(c3ccc(C(C)=O)cc3)=CN2Cc2ccccc2)cc1 (centres undefined)	-4.1
O=C(c1cccc(Oc2ccccc2)c1)N1CCC(Oc2cccnc2)CC1	1.9
O=C(CCc1ccccc1)N[C@H]1[C@H](OC(=O)c2cnccn2)CCC[C@]12C(=O)N(Cc1ccccc1)c1ccccc12	5.4
Cc1noc(C)c1NC(=O)Nc1ccc2c(c1)C(=O)N([C@H](C)CO)C[C@H](C)[C@H](CN(C)Cc1ccncc1)OCCCC[C@@H](C)O2	-4.7
COc1cccc(CNC(=O)CN2CCCc3ccccc32)c1	-1.0
CC(C)(C)NC(=O)C(c1cccnc1)N(C(=O)c1cnco1)c1ccc(C(C)(C)C)cc1 (centres undefined)	36.4
O=S1(=O)c2ccc(N3CCN(Cc4ccccc4F)CC3)cc2Oc2ccccc2CN1Cc1cn(Cc2ccc(F)cc2)nn1	-2.7
C[C@@H]1COc2cc(Br)ccc2S(=O)(=O)N1Cc1cn(Cc2ccc(F)cc2)nn1	-24.5
O=C(NC1CCCCN(Cc2ccc(Cl)cc2)C1=O)c1ccccc1-c1ccc(Cl)c(Cl)c1 (centres undefined)	15.3
Cc1cc(C(=O)CCl)c(C)n1-c1cccc(S(=O)(=O)N2CCOCC2)c1	6.3
C[C@H](O)[C@@H]1C(=O)N2CCc3c([nH]c4cccc(-c5ccccc5)c34)[C@@H]2C[C@@H]1N(C)C(=O)c1ccco1	8.1
COCC#Cc1ccc(CC[C@H]2O[C@H]3CC[C@@H](CO)O[C@H]3C[C@H]2n2cc(C3CC3)nn2)cc1	-2.5
CC(C)C[C@H](NC(=O)c1nccs1)C(=O)N1CCC[C@H]1C(=O)NCc1ccccc1	-19.0
COC(=O)C1CN(CC(C)C)CCS(=O)(=O)N1Cc1cccc(Cl)c1 (centres undefined)	-1.0
COc1ccc(N2CCN(CCNS(=O)(=O)c3ccc([N+](=O)[O-])cc3)CC2)cc1	15.2
COc1cccc(CNC(=O)Cn2c(-c3ccccc3)cc(C(C)=O)c2C)c1OC	-15.7
O=C(Cc1ccc(NC(=O)C2CCN(C(=O)CCc3ccccc3)CC2)cc1)Nc1cccc(C(=O)N2CCCC2)c1	-0.3
C[C@H]1C2CC(OC(=O)Nc3ccccc3C(F)(F)F)C(C2)[C@H]2CCCCN21 (some centres undefined)	-11.4
O=C(OCCN1CCN(C2CN(Cc3cn(Cc4ccccc4Cl)nn3)S(=O)(=O)C2)CC1)c1cccs1 (centres undefined)	-15.4
COc1ccc(S[C@]2(C(=O)N3CCOCC3)CC(=O)N(C(=O)c3ccccc3)[C@@H]2c2ccc(OC)cc2)cc1	28.7
N#C[C@H](N)[C@H]1O[C@@H](n2ccc(=O)[nH]c2=O)[C@H](O)[C@@H]1O	-17.1
C[C@@H]1OC(C2CCCCC2)N(C)[C@H]2C[C@H]3c4[nH]c5c(-c6ccccc6)cccc5c4CCN3C(=O)[C@@H]12 (some centres undefined)	-3.2

Of the compounds above, 3 contain a tert-butyl group.
SMILES	COUP-TFII inh
CC(C)(C)c1ccc(-c2nnc3n2N=C(c2ccc4ccccc4c2)CS3)cc1	-4.9
COCc1cc(N2CCN(C(=O)OC(C)(C)C)C[C@@H]2C)ccc1N1CCN(Cc2ccccc2)[C@@H](C)C1	37.5*
CC(C)(C)NC(=O)C(c1cccnc1)N(C(=O)c1cnco1)c1ccc(C(C)(C)C)cc1 (centres undefined)	36.4

Next part:
SMILES	COUP-TFII inh
CCOC(=O)[C@@]12CCC3=C1N(CCC3)C(=O)[C@H](CC(=O)NCC13CC4CC(CC(C4)C1)C3)C2	4.1
CC(CCN1CCC(C(O)(c2ccccc2)c2ccccc2)CC1)Oc1ccc(C#N)c(F)c1 (centres undefined)	-8.0
Cc1cc(Br)cn2c(Cc3ccccc3C(F)(F)F)c(-c3cccc(Cl)c3)nc12	-7.8
COC(=O)[C@]12C[C@H](CC(=O)N3CCCCC3)C(=O)N(Cc3ccc4c(c3)OCO4)C1=C[C@H](COCc1ccccc1)O[C@@H]2C	17.9
COc1ccc(S[C@]2(C(=O)N3CCN(c4ncccn4)CC3)CC(=O)N(C(=O)CCc3ccccc3)[C@@H]2c2ccc(OC)cc2)cc1	2.5
COC(=O)[C@]12C[C@H](CC(=O)NCC34CC5CC(CC(C5)C3)C4)C(=O)N(CCc3ccc(OC)c(OC)c3)C1=C[C@H](C(C)(C)C)O[C@@H]2C	13.6
CC(C)(C)c1ccc(S(=O)(=O)N2CCCC(C(=O)NCc3cccs3)C2)cc1 (centres undefined)	6.7
Cn1c(-c2ccc(F)cc2)cc2onc(-c3c(F)cccc3Cl)c2c1=O	-32.5
CC(C)C[C@H]1COc2cccc(N3CCOCC3)c2S(=O)(=O)N1	10.7
COc1ccc(Cn2ccc3ccc(-c4ccc5ccn(Cc6ccccc6F)c5c4)cc32)cc1	10.3
Cc1nc(N2CCN(C(=O)C3CCCCC3)CC2)c2c3c(sc2n1)CCCC3	20.5
Cc1ccc(-n2c(SCC(=O)Nc3cccc4ccccc34)nnc2-c2cnccn2)cc1	3.7
Cc1ccc(S(=O)(=O)NCC2CCN(C(=O)C(=O)c3cc4ccccc4o3)CC2)cc1	8.1
O=C(CSc1nnc(-c2ccccc2)n1-c1ccccc1)Nc1ccc(Oc2ccccc2)cc1	0.3
CN(CC#CC1=CCCCC1)/C(N)=N/C(=O)OCc1ccccc1	12.3
Cn1ccnc1CN1CCC[C@]2(CC[C@H](CCC#N)O2)C1	-3.6&-9.2
CCCNC(=O)Nc1ccc2c(c1)C(=O)N(C)[C@H]1CC[C@H](CC(=O)NCC3CCCCC3)O[C@@H]1CO2	9.6
CCN(Cc1ccccc1)C(=O)CCCN1C(=O)COc2ccc(C)cc21	-4.8
COC(=O)[C@]12C[C@H](CC(=O)NCc3cccc4ccccc34)C(=O)N(CCc3ccc(OC)c(OC)c3)C1=C[C@H](C1CCCC1)O[C@@H]2C	13.6
Clc1ccc(OCCOc2ccc(Br)nc2Br)c(Cl)c1	-21.0
CC1(c2nnnn2-c2ccc3ccccc3c2)CSCC(=O)N1C1CC1 (centres undefined)	-1.4
CC(C)N1Cc2nnn(Cc3ccc(F)cc3)c2-c2cc(F)ccc2S1(=O)=O	1.3
COC(=O)c1ccc(C(=O)Nc2nnc(-c3cccnc3)o2)cc1	11.4
O=C(CSc1nc2ccccc2nc1N1CCCCC1)N1CCN(C(c2ccccc2)c2ccc(Cl)cc2)CC1 (centres undefined)	-13.3
COC(=O)[C@]12CCCCC=C1N(Cc1ccc(OC)cc1)C(=O)[C@@H]2CC(=O)N1CCSCC1	-10.7
Cc1cccc(CCNC(=O)Cn2nc(-c3ccccc3)ccc2=O)c1	-1.1
CC[C@@H](CCCCCC#N)CCC(=O)N(c1ccccc1)c1ccccc1	30.7
COC(=O)CC#C[C@@H](C)[C@H](NS(=O)(=O)c1ccc(C)cc1)C(C)(C)C	-3.5
C[C@@H]1COc2cc(Br)ccc2S(=O)(=O)N1Cc1cn(Cc2ccc(Cl)cc2)nn1	0.1

Bioassay records from PubChem BioAssay.
